Bioassay records (PubChem BioAssay)
IL1B NFkB inh: inhibitors of IL-1B driven NFkB p65 nuclear import, primary screen, imaging, HUVEC, IL-1B stimulus, high-content imaging | HUVEC IL-1B NFkB p65 nuclear translocation imaging | inhibition, % at 2 µM | hit rate 0.43% among 94,000;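 active = inhibition above about 30% together with a positive call from visual inspection of the well image, limit read from the data; inconclusive = inhibition above a set limit but visual check negative; inactive = inhibition not above a set limit, visual check negative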;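 also: nuclear over cytoplasmic p65 intensity ratio measured by imaging; 0% = IL-1B stimulated DMSO wells and 100% = unstimulated DMSO wells; values of inactives mirror those of a sister screen read the other way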
Bcl-B displacement: displacers of TR3 peptide from Bcl-B, primary screen, selectivity assay for Bfl-1 inhibitor project, biochemical, fluorescence polarization. Bcl-2-like protein 10 (Homo sapiens). FP displacement of FITC-TR3 peptide from Bcl-B; higher % means a stronger effect. displacement, % at 20 µM; hits with a dose series show IC50 in µM. hit rate 0.11% among 96,000. AID 748, 2007;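 active = displacement above 50% at 20 µM plus a fluorescence interference ratio under 1.5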;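 also: plate controls were wells without compound for no effect and wells lacking Bcl-B protein for full effect; a part of the inactive calls stands beside numbers as strong as those of hits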
MRP resist rev: reversal of MRP1-mediated doxorubicin resistance, primary screen, H69AR cells, doxorubicin co-treatment. H69AR cells + 2 uM doxorubicin, CellTiter-Glo, 72 h. differential viability (reversal), % at 10 µM. hit rate 0.04% among 85,000. AID 602, 2007;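 active = viability drop by adding the cancer drug above about 55%, with treated viability meeting a 40% cutoff, limit read from the data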;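 also: viability without doxorubicin minus viability with 2 µM doxorubicin for each compound; larger differential means the compound sensitizes cells more to doxorubicin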
NFkB transloc pot: enhancers of NFkB p65 translocation in HUVEC – imaging, IL-1B stimulus, high-content imaging, primary screen | AID 819, 2007 | HUVEC IL-1B NFkB p65 nuclear translocation imaging | activation, % at 2 µM | hit rate 0.3% among 94,000;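 active = activation above 40%, about the mean plus 3 SD, also judged a hit on visual image review; inconclusive = activation above 40% but not a hit on visual review; inactive = activation not above 40% and no visual hit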;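 also: percent activation is computed from the nuclear over cytoplasmic p65 intensity ratio; values of inactives mirror those of a sister screen read the other way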
PLAP inhibitors HTS: PLAP enzyme inhibitors, biochemical, luminescence, HTS (AID 690); Alkaline phosphatase, placental type (Homo sapiens); purified PLAP, luminescent substrate; higher % means a stronger effect; inhibition, % at 20 µM, or IC50 in µM where a hit was titrated; hit rate 0.08% among 96,000; in the data active = a potency from the dose series; inactive = the rest, 99 in 100 with inhibition below about 30%; also: strong numbers were not always called active
MRP resist rev cytotoxicity: recorded beside MRP resist rev, whose call it bears; viability, %; H69AR cells, CellTiter-Glo, 72 h; measured here: cytotoxicity without doxorubicin
MRP resist rev with doxorubicin: also measured in MRP resist rev; calls as there; viability, %; measured here: viability with 2 uM doxorubicin; hits give low values
IL1B NFkB inh cell count 2 µM: further read-out of IL1B NFkB inh, marked with its call; cell count; measured here: cells passing quality filter;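 raw number of nuclei counted in each imaged well without normalization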
NFkB transloc pot cell count 2 µM: further read-out of NFkB transloc pot, marked with its call; cell count; measured here: cells passing quality filter
* marks the source's active call; other numbers are inactive results; ? = inconclusive; . = no result given. Only part of the results is shown; rates above refer to the full screens.

Values in the order – IL1B NFkB inh, IL1B NFkB inh cell count 2 µM, Bcl-B displacement, MRP resist rev, MRP resist rev cytotoxicity, MRP resist rev with doxorubicin, NFkB transloc pot, NFkB transloc pot cell count 2 µM, PLAP inhibitors HTS
- CSc1ccccc1C(=O)NCCCOC(C)C
→ 7, 59, -8%, 12, 99, 87, -7, 59, 18%
- O=c1[nH]c2cc3c(cc2cc1C(c1nnnn1Cc1ccccc1)N1CCCc2ccccc21)OCO3 (stereo unspecified)
→ -32, 137, ., 0, 21, 22, 32, 137, .
- Cc1ccc2[nH]c3c(c2c1)CN(C(=O)CN1CCN(c2cccc(C)c2C)CC1)CC3
→ -15, 152, 20%, -15, 42, 57, 15, 152, -80%
- Cc1nc2ccccc2n1C1CCN(CC(=O)NCc2ccc(F)cc2)CC1
→ 6, 190, 5%, ., ., ., -6, 190, -37%
- O=C/C(=C\Nc1ccc(Cl)cn1)c1nc2ccccc2o1
→ 4, 114, ., 7, 93, 87, -4, 114, .
- CC1CCCc2sc3nc(NCc4ccco4)n4ncnc4c3c21 (stereo unspecified)
→ -9, 113, ., -13, 78, 91, 9, 113, .
- O=C(N1CCCCCC1)N1CCN(S(=O)(=O)N2CCOCC2)CC1
→ 1, 111, -8%, -8, 91, 100, -1, 111, 11%
- Cc1cccc(C)c1NC(=O)C1(N(Cc2ccco2)C(=O)CC2NC(=O)NC2=O)CCCCC1 (stereo unspecified)
→ ., ., -10%, 21, 93, 72, ., ., -55%
- COc1ccccc1CNC(=O)C1COc2ccccc2O1 (stereo unspecified)
→ -1, 125, -1%, 1, 100, 99, 1, 125, 15%
- CCC(=O)N1C(=O)CCN(C(C)=O)c2ccccc21
→ -6, 179, ., -3, 91, 94, 5, 179, .
- COc1cc(COc2ccc3c(C)c(Cc4ccccc4)c(=O)oc3c2)cc(OC)c1OC
→ 0, 147, -3%, ., ., ., 0, 147, -4%
- NS(=O)(=O)c1cccn1-c1ncc(C(F)(F)F)cc1Cl
→ -6, 178, -3%, -3, 93, 95, 6, 178, -14%
- COc1ccc(OC)c(NC(=O)CCN2CC(C)OC(C)C2)c1 (stereo unspecified)
→ ., ., -9%, -2, 69, 70, ., ., 19%
- Cc1[nH]c2ccccc2c(=O)c1SC(F)(F)C(F)C(F)(F)F (stereo unspecified)
→ 10, 167, -12%, -2, 81, 83, -10, 167, 9%
- COCCN(C(C)=O)c1nnc(-c2ccccn2)s1
→ -17, 84, -2%, 2, 101, 99, 17, 84, .
- CCn1c(SCc2nc3sc(C(=O)O)c(C)c3c(=O)[nH]2)nc2ccccc21
→ 11, 159, -66%, ., ., ., -11, 159, -125%
- COc1ccc2c(c1)c(=O)oc1cc(OCC(=O)NC3CC3)ccc12
→ -9, 94, -27%, 0, 36, 35, 9, 94, 21%
- COc1ccc(Nc2nc(N)nc(CN3CCOCC3)n2)cc1
→ -1, 120, 2%, -7, 86, 93, 1, 120, 3%
- Cc1ccc(OCCN2CCN(C(=O)CCC(=O)Nc3nnc(C(C)C)s3)CC2)cc1
→ -7, 109, 0%, 11, 92, 81, 7, 109, -52%
- CCN1C(=O)CSc2ccc(C(=O)NCc3ccco3)cc21
→ -10, 132, 1%, 8, 71, 63, 10, 132, 13%

One compound at a time (already shown):
COc1ccc(Nc2nc(N)nc(CN3CCOCC3)n2)cc1 in the list: IL1B NFkB inh: -1; IL1B NFkB inh cell count 2 µM: 120; Bcl-B displacement: 2%; MRP resist rev: -7; MRP resist rev cytotoxicity: 86; MRP resist rev with doxorubicin: 93; NFkB transloc pot: 1; NFkB transloc pot cell count 2 µM: 120; PLAP inhibitors HTS: 3%
CCn1c(SCc2nc3sc(C(=O)O)c(C)c3c(=O)[nH]2)nc2ccccc21 in the list: IL1B NFkB inh: 11; IL1B NFkB inh cell count 2 µM: 159; Bcl-B displacement: -66%; MRP resist rev: .; MRP resist rev cytotoxicity: .; MRP resist rev with doxorubicin: .; NFkB transloc pot: -11; NFkB transloc pot cell count 2 µM: 159; PLAP inhibitors HTS: -125%

Following part.
Values in the order – IL1B NFkB inh, IL1B NFkB inh cell count 2 µM, Bcl-B displacement, MRP resist rev, MRP resist rev cytotoxicity, MRP resist rev with doxorubicin, NFkB transloc pot, NFkB transloc pot cell count 2 µM, PLAP inhibitors HTS
- Cc1nn(Cc2ccccc2)c(C)c1CCC(=O)O
→ -6, 151, -1%, 2, 99, 97, 6, 151, -6%
- CCCCNC(=O)C1CC(=O)N(CCC(C)C)C1 (stereo unspecified)
→ 5, 174, 10%, -22, 85, 108, -5, 174, -3%
- N#C/C(=C\c1cccc(Oc2ccc(C(F)(F)F)cc2[N+](=O)[O-])c1)c1nc2ccccc2[nH]1
→ -9, 126, -21%, ., ., ., 9, 126, 6%
- CCCC(=O)N(c1ccc(OC)cc1)C1C=CS(=O)(=O)C1 (stereo unspecified)
→ -2, 134, 0%, ., ., ., 2, 134, -7%
- Cc1cccc(Cn2cnc3ccccc32)c1
→ -11, 147, 8%, 4, 102, 98, 11, 147, 27%
- COc1ccc(CCNC(=O)N2c3ccccc3Sc3ccccc32)cc1
→ -6, 160, ., ., ., ., 6, 160, .
- NS(=O)(=O)c1ccc(NC(=O)CCc2ccccc2)cc1
→ 2, 149, -6%, 3, 92, 89, -2, 149, 11%
- CC(=O)Nc1ccc(OCC(O)Cn2nc(C)nc2C)cc1 (stereo unspecified)
→ 3, 84, 46%, 5, 98, 93, -3, 84, 20%
- COc1ccc(C(=O)NCCc2cn3ccc(C)cc3n2)cc1
→ -18, 151, -1%, 6, 86, 79, 18, 151, 5%
- O=C(c1cccn2c(=O)c3ccccc3nc12)N1CCN(Cc2ccc3c(c2)OCO3)CC1
→ -44, 103, -5%, -3, 50, 53, ?, ., -51%
- COC(=O)c1cc(NC(=O)c2nccnc2C(=O)O)cc(C(=O)OC)c1
→ -10, 76, 1%, 0, 95, 95, 9, 76, 4%
- CCC(C)(C)NC(=O)C(c1cccn1C)N(C(=O)Cn1nnc2ccccc21)c1ccccc1OC (stereo unspecified)
→ -2, 195, 8%, -11, 86, 97, 1, 195, -56%
- O=C(Nc1ccc(N2CCCCC2)cc1)c1cccnc1
→ -21, 135, -10%, 5, 55, 50, 21, 135, 9%
- C(=C\c1nc2ccccc2[nH]1)/c1ccccc1
→ -6, 123, -4%, ., ., ., 6, 123, 24%
- Cc1c(C(=O)N2CCCCC2)oc2ccc(S(=O)(=O)N3CC(C)CC(C)C3)cc12 (stereo unspecified)
→ -13, 62, 1%, ., ., ., 15, 62, -12%
- Cc1ccc(S(=O)(=O)CCC(=O)c2ccc(O)cc2O)cc1
→ -10, 138, 0%, 0, 1, 1, 10, 138, 6%
- COc1ccc(S(=O)(=O)Cc2ccc(C(=O)N3CCC(C(N)=O)CC3)o2)cc1
→ -5, 168, -3%, -5, 95, 101, 5, 168, 23%
- CNc1nc(SC)nc(N(C#N)CC(=O)OC)n1
→ -22, 133, ., -8, 92, 100, 22, 133, .
- C=C(C)C1CC=C(CN2CC(C)OC(C)C2)CC1 (stereo unspecified)
→ 9, 177, -1%, -5, 85, 90, -9, 177, -76%
- Cc1cc(C)n(-c2cc(-c3ccccc3)nc(C)n2)n1
→ -5, 126, -8%, ., ., ., 5, 126, 16%

Compounds above containing a cyano group:
Values in the order – IL1B NFkB inh, IL1B NFkB inh cell count 2 µM, Bcl-B displacement, MRP resist rev, MRP resist rev cytotoxicity, MRP resist rev with doxorubicin, NFkB transloc pot, NFkB transloc pot cell count 2 µM, PLAP inhibitors HTS
- N#C/C(=C\c1cccc(Oc2ccc(C(F)(F)F)cc2[N+](=O)[O-])c1)c1nc2ccccc2[nH]1
→ -9, 126, -21%, ., ., ., 9, 126, 6%
- CNc1nc(SC)nc(N(C#N)CC(=O)OC)n1
→ -22, 133, ., -8, 92, 100, 22, 133, .

Remaining list, next part
Values in the order – IL1B NFkB inh, IL1B NFkB inh cell count 2 µM, Bcl-B displacement, MRP resist rev, MRP resist rev cytotoxicity, MRP resist rev with doxorubicin, NFkB transloc pot, NFkB transloc pot cell count 2 µM, PLAP inhibitors HTS
- O=C(Nc1ccccc1)c1cnc2n(c1=O)CCS2
→ -12, 87, -4%, 2, 100, 99, 12, 87, 13%
- COc1nc(-c2ccc(Cl)cc2)ccc1-c1noc(-c2ccco2)n1
→ -16, 46, -14%, -4, 86, 90, 16, 46, -14%
- Cc1ccc2[nH]c3c(c2c1)CN(C(=O)CN1CCN(Cc2ccc4c(c2)OCO4)CC1)CC3
→ 10, 112, 56%, -4, 44, 48, -11, 112, -73%
- COc1ccc(-c2nn(-c3ccccc3)cc2/C=N/NC(=O)c2ccc(Br)o2)cc1
→ -2, 156, 2%, ., ., ., 2, 156, -10%
- O=C(C(Cc1ccccc1)n1cccc1)N1CCN(Cc2ccccc2)CC1 (stereo unspecified)
→ -32, 166, 11%, 6, 87, 81, 32, 166, -78%
- Cn1cc(S(=O)(=O)CC(=O)N2CCCc3ccccc32)c2ccccc21
→ 17, 145, 3%, 3, 89, 86, -17, 145, -60%
- COC(=O)CNC(=O)CN1C(=O)N(c2ccccc2)C(N(O)C(=O)Nc2ccccc2)C1(C)C (stereo unspecified)
→ -1, 157, 4%, 6, 101, 95, 1, 157, -3%
- CCOC(=O)C1=C(c2ccccc2)N=c2s/c(=C\c3cc(OC)c(OC)c(OC)c3)c(=O)n2C1c1cccs1 (stereo unspecified)
→ -34, 145, -53%, ., ., ., 11, 155, 2%
- CC1(C)CCN(Cc2ccccc2)C1CC#N (stereo unspecified)
→ 9, 132, -1%, 3, 104, 101, -9, 132, 19%
- CCCSc1nc(C)c2cc(C)cc(C)c2n1
→ -45, 147, -16%, 4, 95, 91, ?, ., -80%
- CCC(=O)Nc1nnc(-c2ccco2)o1
→ 2, 108, -14%, 1, 90, 89, -2, 108, 13%
- COc1ccc2c(c1)CCc1c(C(=O)NCc3ccc(Cl)cc3)noc1-2
→ 1, 161, -14%, 8, 51, 43, -1, 161, 10%
- CC(C)NC(=O)CC(=O)N/N=C/c1ccc(Br)cc1
→ 2, 76, -2%, ., ., ., -2, 76, 21%
- CC(=O)Nc1cc(C(=O)O)ccc1S(=O)(=O)c1ccc(C)cc1
→ 4, 101, 4%, ., ., ., -4, 101, 6%
- CN(C)S(=O)(=O)c1ccc(C(=O)Nc2ccc(CN3CCCC3)cc2)cc1
→ -5, 90, -3%, 19, 104, 85, 5, 90, -5%
- Cc1cc(C(=O)CN2C(=O)NC3(CCCc4ccccc43)C2=O)c(C)n1Cc1ccccc1 (stereo unspecified)
→ 2, 114, -24%, -1, 69, 70, -2, 114, -52%
- O=C(CSc1nnnn1-c1ccc2c(c1)OCCO2)Nc1nc2c(s1)CCCC2
→ -3, 130, 2%, 2, 83, 82, 3, 130, 17%
- CN1C(=O)C2(N=c3ccccc3=N2)c2ccccc21
→ -2, 110, -11%, -1, 63, 64, 1, 110, 18%
- O=C1C(Cl)=C(N2CCOCC2)C(=O)N1c1cccc(Cl)c1
→ -7, 103, 19%, -17, 1, 18, 7, 103, -16%
- CCC(C)n1[nH]c(=O)c2c(C)cc(C)nc21 (stereo unspecified)
→ 5, 163, -7%, -1, 100, 101, -5, 163, -7%
- O=C1C(=C2SCCCS2)CC/C1=C\c1ccc(F)cc1
→ 1, 166, -11%, ., ., ., -1, 166, 20%
- COc1ccccc1N1CCN(C2=NS(=O)(=O)c3ccccc32)CC1
→ -31, 142, -3%, -8, 70, 78, 31, 142, -14%
